Bioassay records: PubChem BioAssay, several laboratories
Neddylation inh: cullin neddylation inhibition. AID 651699. calls only at 25 µM. 360,000 tested, 0.58% active. TR-FRET cullin neddylation, biochemical; in the data active = inhibition above about 36%
PABP1 MLLE inh: inhibitors of microRNA-mediated deadenylation, human PABP1 MLLE binding; inhibition, % at 20 µM; P11940; 360,000 tested, 0.36% active; GST-MLLE / FITC-PAM2 fluorescence polarization; in the data active = inhibition above about 35%, passing the limit was not always enough;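 also: plate controls were DMSO wells with GST-MLLE for no effect and wells lacking GST-MLLE protein for full effect; some results filed as inactive read as strong as hits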
MsrA inh: inhibits bovine methionine sulfoxide reductase A. purified bovine MsrA, absorbance read-out. inhibition, % at 15.5 µM. 360,000 tested, 0.75% active. AID 651718; in the data active = inhibition above about 4.5%;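 also: 0% = vehicle wells with enzyme and 100% = reference inhibitor wells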
FAS TE block: blocks the thioesterase domain of human fatty acid synthase; P49327; recombinant FAS-TE, OMFH fluorogenic substrate, fluorescence endpoint; inhibition, % at 15 µM; 360,000 tested, 0.67% active; AID 602261;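 active = compounds whose normalised, plate-corrected inhibition of enzyme fluorescence in the single-dose primary screen is 50% or more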;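 also: 0% = DMSO with enzyme and 100% = substrate without enzyme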
eLon inh: E. coli protease La inhibition; inhibition, % at 7.94 µM; P0A9M0; 360,000 tested, 0.42% active; AID 602123; purified E. coli Lon protease, fluorescence polarization; in the data active = inhibition above about 13%, passing the limit was not always enough;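 also: 0% = enzyme with probe and DMSO and 100% = no enzyme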
bovine MsrA act: activators of bovine methionine sulfoxide reductase A; purified bovine MsrA, absorbance read-out; activation, % at 10.6 µM; 360,000 tested, 0.3% active; in the data active = activation above about 7.5%;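 also: 0% = vehicle and 100% = reference activator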
Tb MetRS inh: blocks T. brucei methionyl-tRNA synthetase activity; purified T. brucei MetRS, ATP depletion, Kinase-Glo luminescence; inhibition, % at 11.9 µM; 360,000 tested, 0.4% active;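 active = inhibition above a per-plate cutoff of the control wells' mean inhibition plus 3 SD, cut at about 5.5% in these data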;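 also: 0% = DMSO wells median and 100% = median of wells with control inhibitor compound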
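Test system – parasite MetRS enzyme · Reagent – substrates ATP, L-methionine and bulk Escherichia coli tRNA · Doses – 11.9 µM compound single dose, 0.9% DMSO · Times – 15 min enzyme-compound preincubation, 2 h reaction, 10 min detection, 25 °C · Signal – Kinase-Glo luminescence, ATP depletion format · Controls – DMSO-only wells as low control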
CSN inh: blocks human CSN-mediated cullin deneddylation; inhibition, % at 12.5 µM; Q92905; Purified CSN, SCF-Nedd8-OG deneddylation, fluorescence polarization; 360,000 tested, 0.38% active;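 active = pattern-corrected inhibition above about 35%, with an unprinted fluorescence ratio check between 0.5 and 1.5, limit read from the data, passing the limit was not always enough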;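 also: 0% = enzyme with substrate and 100% = substrate without enzyme; some results filed as inactive read as strong as hits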
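Test system: Human Csn5 produced in HEK293T cells | Compound: 12.5 µM single point | Times: 90 min, room temperature | Signal: Fluorescence polarization readout | Read-out basis: % inhibition of substrate cleavage by Csn5 | Controls: no-enzyme wells high, enzyme-with-substrate wells low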
Rin1 Abl inh: human Rin1-Abl interaction inhibition | inhibition, % at 7.35 µM | AID 588664 | 360,000 tested, 0.4% active | TR-FRET Rin1/Abl binding, biochemical; in the data active = inhibition above about 5%, passing the limit was not always enough
* = called active by the depositor; i = inactive; / = no result given.

SMILES | Neddylation inh | PABP1 MLLE inh | MsrA inh | FAS TE block | eLon inh | bovine MsrA act | Tb MetRS inh | CSN inh | Rin1 Abl inh
CCCOc1ccc(OC(=O)c2ccc(Br)o2)cc1 | i | 6 | -0.8 | 18 | -7 | -5 | -1.4 | 0 | 5
Cc1ccc(C(C)C)c(OCC(=O)N/N=C/c2cccn2C)c1 | i | -6 | -0.3 | 14 | 7 | -6 | -0.5 | -1 | -2
COc1cccc(NC(=O)N(CCCN2CCOCC2)C(C)c2cc3cccc(OC)c3o2)c1 (centres undefined) | i | 2 | 0.8 | -4 | -1 | 3 | -0.2 | 5 | 2
COC(=O)C1CCCN1S(=O)(=O)c1ccc2ccccc2c1 (centres undefined) | i | 1 | -0.1 | 32 | -5 | -18 | -2.2 | 3 | 1
Cc1nnc(NC(=O)CCC(=O)N2CCC(C)CC2)s1 | i | -4 | 0.8 | -8 | -13 | -2 | 0.0 | -3 | -5
COc1ccccc1N1CCN(C2CCCN(C(=O)CCN3CCCCO3)C2)CC1 (centres undefined) | i | 4 | -0.2 | -3 | 8 | -5 | -0.7 | 0 | 6
Cc1ccc2oc(C(=O)N3CCN(CC(=O)NC(C)C)CC3)c(C)c2c1 | i | -9 | 0.2 | -2 | -4 | -2 | 0.2 | -1 | 0
CCOC(=O)Cc1cc(-c2ccc(F)cc2)nc2ccc3ccccc3c12 | i | 5 | -0.6 | 22 | 9 | -4 | -0.3 | -6 | 3
CSc1ccccc1NC(=O)c1ccc(N2CC3CC(C2)c2cccc(=O)n2C3)c(NC(=O)c2cccnc2)c1 (centres undefined) | i | -4 | 0.4 | -5 | -10 | -10 | -0.8 | 4 | -2
Cc1ccc(N=Cc2c(C)[nH]n(-c3nc4ccccc4[nH]3)c2=O)cc1 | i | -5 | 0.3 | -13 | -3 | -9 | -5.1 | -1 | -3
CCN1CCCC1CNC(=O)CS(=O)(=O)Cc1nc(-c2ccccc2C)oc1C (centres undefined) | i | -7 | -0.8 | -4 | -3 | -1 | -0.6 | -2 | 2
O=C(CN1C(=O)S/C(=C\C=C\c2ccccc2)C1=O)Nc1ccc(O)cc1 | i | 14 | 2.2 | -2 | 5 | -8 | -0.1 | -6 | 0
CC(=O)c1ccc(-c2ccc(C(=O)N3CCN(c4ccc(F)cc4)CC3)o2)cc1 | i | 1 | 1.5 | 23 | 1 | -5 | -0.9 | 1 | 2
Cc1nc(NC(=O)C(Cl)Cl)sc1C(=O)N(C)C | i | -5 | -0.7 | -12 | -16 | -3 | 1.2 | 7 | -3
Cc1cc(C)cc(N(CC(=O)NC2CCCCC2)C(=O)CCC(=O)Nc2cc(C)ccn2)c1 | i | 5 | -1.4 | 1 | -3 | -2 | -0.1 | 0 | 2
COc1ccccc1OCC(=O)NNC(=O)Nc1ccccc1 | i | 12 | -1.5 | -7 | -13 | -2 | 0.1 | 2 | -2
Cc1ccccc1S(=O)(=O)c1c(C)cc(-c2ccccc2)[nH]c1=O | / | -1 | 3.6 | -2 | -13 | -1 | -0.6 | 5 | 2
Cc1cn([C@H]2C[C@H](O)[C@@H](CNC(=O)[C@H](N)Cc3cccnc3)O2)c(=O)[nH]c1=O | i | 2 | 2.0 | -11 | -1 | 1 | -0.5 | 5 | 1
Cc1ccc(S(=O)(=O)Nc2ccc3c(c2)ncn3C(C)(C)C)cc1 | i | 2 | -0.1 | 4 | 4 | 2 | 0.2 | 3 | -2
CCOC(=O)c1c(S(=O)(=O)NCc2cccs2)c(C)n(C)c1C | i | 11 | -1.0 | -2 | 4 | 0 | -0.3 | -2 | 0

The closing 6 entries of the section before open the next one:
SMILES | Neddylation inh | PABP1 MLLE inh | MsrA inh | FAS TE block | eLon inh | bovine MsrA act | Tb MetRS inh | CSN inh | Rin1 Abl inh
Cc1cc(C)cc(N(CC(=O)NC2CCCCC2)C(=O)CCC(=O)Nc2cc(C)ccn2)c1 | i | 5 | -1.4 | 1 | -3 | -2 | -0.1 | 0 | 2
COc1ccccc1OCC(=O)NNC(=O)Nc1ccccc1 | i | 12 | -1.5 | -7 | -13 | -2 | 0.1 | 2 | -2
Cc1ccccc1S(=O)(=O)c1c(C)cc(-c2ccccc2)[nH]c1=O | / | -1 | 3.6 | -2 | -13 | -1 | -0.6 | 5 | 2
Cc1cn([C@H]2C[C@H](O)[C@@H](CNC(=O)[C@H](N)Cc3cccnc3)O2)c(=O)[nH]c1=O | i | 2 | 2.0 | -11 | -1 | 1 | -0.5 | 5 | 1
Cc1ccc(S(=O)(=O)Nc2ccc3c(c2)ncn3C(C)(C)C)cc1 | i | 2 | -0.1 | 4 | 4 | 2 | 0.2 | 3 | -2
CCOC(=O)c1c(S(=O)(=O)NCc2cccs2)c(C)n(C)c1C | i | 11 | -1.0 | -2 | 4 | 0 | -0.3 | -2 | 0
CCc1nc2ccc(C(=O)N(C)Cc3ccco3)cn2c1N(C)CCCc1ccccc1 | i | 5 | 1.3 | 17 | -4 | -5 | -0.1 | 5 | -6
O=C(NCCN1CCOCC1)c1cccnc1SCc1ccccc1Cl | i | 18 | -0.1 | -11 | -2 | -1 | 0.0 | 4 | 2
O=C(CN(C(=O)CCC(=O)Nc1nccs1)c1ccc(F)c(Cl)c1)NCC1CCCO1 (centres undefined) | i | -1 | -1.4 | 0 | 6 | -2 | 0.6 | -1 | -4
COc1ccc(N2C(=O)CC(N(CCc3ccc(OC)c(OC)c3)C(=S)Nc3ccccc3)C2=O)cc1 (centres undefined) | i | 13 | 1.4 | -1 | -9 | 1 | 3.6 | 1 | 4
O=C(CNS(=O)(=O)c1ccc2ccccc2c1)NCCc1ccccn1 | i | -7 | 0.4 | -2 | 0 | -1 | -0.3 | 1 | -6
CCOC(=O)N1CCN(C(=O)CS(=O)(=O)c2cn(Cc3ccccc3Cl)c3ccccc23)CC1 | i | 1 | 1.1 | 0 | 2 | -1 | -0.3 | -2 | -3
